From PubChem BioAssay
SRC2 inh: inhibition of GAL4-SRC2 driven luciferase reporter, primary screen, SRC2 inhibitor project, cell-based, luminescence | Nuclear receptor coactivator 2 (Homo sapiens), Q15596 | HEK293 GAL4-SRC2 luciferase reporter | inhibition, % at 9 µM | 0.17% of 370,000 active | AID 651957, 2012;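 active means inhibition above the mean inhibition of all tested compounds plus 3 SD, set per campaign, cut at about 52% in these data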;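 further: 0% = DMSO treated cells and 100% = cells given Gossypol at 36 µM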
Target sequence (Q15596 whole entry, looked up, the tested form may be a part): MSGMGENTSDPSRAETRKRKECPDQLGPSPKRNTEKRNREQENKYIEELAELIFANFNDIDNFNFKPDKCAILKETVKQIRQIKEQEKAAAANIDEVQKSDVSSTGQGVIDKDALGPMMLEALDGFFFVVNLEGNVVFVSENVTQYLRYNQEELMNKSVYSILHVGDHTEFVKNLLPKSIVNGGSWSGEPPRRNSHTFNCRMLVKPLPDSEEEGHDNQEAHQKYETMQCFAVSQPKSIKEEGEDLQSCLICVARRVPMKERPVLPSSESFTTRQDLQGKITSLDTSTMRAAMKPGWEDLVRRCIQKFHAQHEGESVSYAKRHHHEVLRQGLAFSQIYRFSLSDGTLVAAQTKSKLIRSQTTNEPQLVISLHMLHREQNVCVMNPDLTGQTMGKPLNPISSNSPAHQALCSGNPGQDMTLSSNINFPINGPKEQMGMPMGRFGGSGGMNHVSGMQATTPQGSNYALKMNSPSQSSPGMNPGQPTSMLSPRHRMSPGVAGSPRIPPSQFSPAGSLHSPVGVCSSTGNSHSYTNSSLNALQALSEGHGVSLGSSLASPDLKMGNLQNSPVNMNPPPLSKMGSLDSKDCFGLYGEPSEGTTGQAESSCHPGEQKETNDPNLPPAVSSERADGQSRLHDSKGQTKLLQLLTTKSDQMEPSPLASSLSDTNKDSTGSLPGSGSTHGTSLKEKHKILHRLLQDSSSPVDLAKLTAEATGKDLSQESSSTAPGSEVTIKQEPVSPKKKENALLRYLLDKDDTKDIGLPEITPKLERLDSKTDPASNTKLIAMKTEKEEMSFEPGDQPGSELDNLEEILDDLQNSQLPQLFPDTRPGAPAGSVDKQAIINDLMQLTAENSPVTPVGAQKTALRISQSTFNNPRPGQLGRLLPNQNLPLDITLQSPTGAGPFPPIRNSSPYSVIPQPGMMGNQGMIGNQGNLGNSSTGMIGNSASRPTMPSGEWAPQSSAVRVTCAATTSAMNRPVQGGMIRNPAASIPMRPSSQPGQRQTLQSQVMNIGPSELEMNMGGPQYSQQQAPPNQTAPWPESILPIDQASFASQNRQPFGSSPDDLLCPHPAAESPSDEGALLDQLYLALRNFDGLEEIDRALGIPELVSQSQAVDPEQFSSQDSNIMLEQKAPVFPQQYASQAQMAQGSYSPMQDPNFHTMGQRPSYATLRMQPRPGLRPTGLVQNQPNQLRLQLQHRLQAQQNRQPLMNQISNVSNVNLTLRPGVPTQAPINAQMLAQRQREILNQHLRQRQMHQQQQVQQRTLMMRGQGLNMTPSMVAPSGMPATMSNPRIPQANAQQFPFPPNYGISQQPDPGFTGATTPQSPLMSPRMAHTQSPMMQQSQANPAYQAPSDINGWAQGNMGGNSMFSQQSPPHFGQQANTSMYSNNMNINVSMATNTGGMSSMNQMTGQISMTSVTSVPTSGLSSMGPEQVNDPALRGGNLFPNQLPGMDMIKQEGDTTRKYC
NOD2 RIPK2 PPI: NOD2-RIPK2 binding disruptors in cells, primary screen, fluorescence, CHO cells, BLA complementation. inhibition, % at 4.98 µM. 0.38% of 360,000 active. Receptor-interacting serine/threonine-protein kinase 2 (Homo sapiens), O43353. CCF4 ratio. AID 624267, 2012; in the data active means inhibition above about 21%;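 further: 0% = vehicle only and 100% = reference blocker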
ABCB6 inh 2: ABCB6 transporter inhibitors, primary screen, K562-ABCB6 cells, flow cytometry, MLPCN library | fluorescence ratio to DMSO, % at 10 µM | 0.19% of 360,000 active | K562-ABCB6 porphyrin accumulation, 1 h; hits give low values | AID 602162, 2011 | ATP-binding cassette sub-family B member 6 (Homo sapiens), Q9NP58;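 active means fluorescence ratio to DMSO below 75%, the collection mean minus 3 SD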;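 further: signal is porphyrin accumulated inside mitochondria; 100% equals median channel fluorescence of DMSO control wells; lower ratio means ABCB6 inhibition with less porphyrin fluorescence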
ABHD5-PLIN5 inh: ABHD5-PLIN5 interaction inhibitors, primary screen, cell lysate, split luciferase complementation, luminescence | Perilipin-5 (Homo sapiens) + 1-acylglycerol-3-phosphate O-acyltransferase ABHD5 (Homo … | Split G. princeps luciferase complementation, 4 h | inhibition, % at 4 µM | 0.78% of 360,000 active | AID 602281, 2012;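 active means inhibition above the mean inhibition across every tested compound plus 3 SD, cut at about 22% in these data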;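 further: 0% = DMSO only wells and the 100% control is not disclosed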
MC4R antag cAMP: MC4R antagonists of cAMP signaling, primary screen, cell-based, TR-FRET, antagonist arm of biased-ligand search; Melanocortin receptor 4 (Homo sapiens), P32245; MC4R-expressing cells, MTII-stimulated cAMP, LANCE TR-FRET; inhibition, % at 6.5 µM; 0.48% of 360,000 active;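 active means inhibition above its plate's cutoff, the mean of tested wells on that plate plus 3 SD, cut at about 29% in these data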;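 further: 0% = Melanotan II alone and 100% = Melanotan II plus saturating MCL0020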
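System: U2OS cells stably expressing human melanocortin 4 receptor (MC4R). Reagent: Melanotan II challenge after compound preincubation. Doses: 6.5 µM. Times: 30-min compound, 1-h challenge, 1-h detection, room temperature. Measured by: TR-FRET with Eu-cAMP and labeled anti-cAMP, 671 nm. Replicates: singlicate.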
Cardio protect: cardioprotection against H2O2-induced cell death, primary screen, uHTS, H9c2 cells, ATPLite luminescence. H9c2 cardiomyocytes, H2O2 injury protection, 2 h. protection from H2O2 cell death, % at 20 µM. 0.63% of 360,000 active. AID 588492, 2011;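 active means compounds giving at least 50% protection of heart cells from peroxide-induced death in the single-dose screen, raw or plate-pattern-corrected value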;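 further: 0% = DMSO wells with peroxide and 100% = DMSO wells without peroxide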
MC4R barr agon: MC4R agonists recruiting beta-arrestin, primary screen, cell-based, luminescence, agonist arm of biased-ligand search. Melanocortin receptor 4 (Homo sapiens), P32245. U2OS MC4R beta-arrestin complementation; percent of melanotan II response, DMSO zero. activation, % at 8.9 µM. 0.98% of 360,000 active. AID 540308, 2011;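 active means activation above a per-plate cutoff, the mean activation of sample wells on that plate plus 3 SD, cut at about 8% in these data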
m5-HT2A agonist: mouse Htr2a agonists via beta-arrestin recruitment, primary screen, cell-based, luminescence; CHO-K1 mHTR2A beta-arrestin complementation; percent of 30 µM serotonin response; activation, % at 7.6 µM; 0.66% of 360,000 active;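 active means activation above a run cutoff, the mean activation of all tested compounds plus 3 SD, cut at about 14% in these data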;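 further: 0% = plate median of compound wells and 100% = 30 µM serotonin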
TLR9-MyD88 block: inhibitors of TLR9-MyD88 association in cells, primary screen, cell-based, CHO, BLA complementation, fluorescence. Toll-like receptor 9 (Homo sapiens) + Myeloid differentiation primary response protein …. CCF4 FRET ratio. inhibition, % at 4.98 µM. 0.21% of 340,000 active;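 active means inhibition above the mean over all tested compounds plus 3 SD, cut at about 21% in these data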;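 further: 0% = DMSO only wells and 100% = clavulanate BLA inhibitor control wells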
Glyco luc inh: increase of ERlucT glycosylation luciferase signal, primary screen, N-linked glycosylation inhibitor project, D54 ERlucT cells, luminescence, set 2; D54 ERlucT glycosylation luciferase reporter, 24 h; percent of 100 nM tunicamycin response; 0.23% of 360,000 active; AID 588692, 2011; reporter increase, % at 12.5 µM;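 active means mean luciferase reporter signal, scaled so untreated is 0 and the glycosylation-blocking control 100, at or above a set limit in every replicate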;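 further: luciferase carries N-glycosylation sites so blocking glycosylation raises the light; 0% = median of neutral control wells and 100% = median of 100 nM tunicamycin wells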
The depositor's hits bear a star; . = no result given; & = joins results of further samples. A portion of the library; count on the stated rates, not on these rows.

Start of the data: the first 2 entries, ahead of the listing:
SMILES	SRC2 inh	NOD2 RIPK2 PPI	ABCB6 inh 2	ABHD5-PLIN5 inh	MC4R antag cAMP	Cardio protect	MC4R barr agon	m5-HT2A agonist	TLR9-MyD88 block	Glyco luc inh
O=C(COC(=O)CNC(=O)c1ccc(Cl)cc1)Nc1ccc(Cl)cc1C(F)(F)F	-10.2	2.2	90.0	1.2	8.7	-5.5	-0.7	0.7	9.5	1.5
CN1C(=O)/C(=C\c2ccccc2F)Sc2ccc(C(=O)NC3CCN(Cc4ccccc4)CC3)cc21	19.8	9.9	97.0	-3.6	1.1	-8.9	-0.9	-5.9	3.3	-8.4

Main list, from the start:
SMILES	SRC2 inh	NOD2 RIPK2 PPI	ABCB6 inh 2	ABHD5-PLIN5 inh	MC4R antag cAMP	Cardio protect	MC4R barr agon	m5-HT2A agonist	TLR9-MyD88 block	Glyco luc inh
O=C(COC(=O)CNC(=O)c1ccc(Cl)cc1)Nc1ccc(Cl)cc1C(F)(F)F	-10.2	2.2	90.0	1.2	8.7	-5.5	-0.7	0.7	9.5	1.5
CN1C(=O)/C(=C\c2ccccc2F)Sc2ccc(C(=O)NC3CCN(Cc4ccccc4)CC3)cc21	19.8	9.9	97.0	-3.6	1.1	-8.9	-0.9	-5.9	3.3	-8.4
COc1ccccc1NC(=O)CSc1nncn1-c1ccccc1	-12.8	-3.1	97.0	1.6	-3.8	3.5	-1.4	-1.3	-7.0	1.0
O=C(CSc1n[nH]c(Cc2ccccc2)n1)Nc1ccccc1Br	-1.0	-0.7	99.0	-12.2	10.2	-2.0	1.6	-0.6	-11.4	-0.8
CC(/C=N/n1c(-c2ccncc2)n[nH]c1=S)=C\c1ccco1	32.7	-10.9	96.0	4.7	5.2	6.0	-2.5	20.2*	.	-2.6
CCOC(=O)N1CCN(C(=O)CCS(=O)(=O)c2cc3c(cc2Cl)NC(=O)CO3)CC1	3.1	9.4	102.0	5.4	15.8	4.9	-0.3	-2.0	-7.7	-0.5
O=C(c1ccc(S(=O)(=O)N2CCCC2)cc1)N1CCN(c2ccccc2)CC1	-21.2	-3.7	96.0	3.7	21.3	4.5	-0.2	-2.6	0.7	-1.0
COc1cc(/C=C2/C(=O)NN(c3ccc(Cl)c(Cl)c3)C2=O)cc([N+](=O)[O-])c1O	4.1	3.9	99.0	-0.7	12.0	8.0	-2.7	3.0	3.0	2.7
O=C1C=CC(c2ccccc2)(c2ccccc2)CC1	29.5	-4.8	97.0	4.3	-2.9	-0.2	-0.4	0.2	-14.8	-3.4
C=CCC(=O)N1CCC(n2nccc2NC(=O)c2ccc3c(c2)OCO3)CC1	-4.9	-14.9	90.0	4.1	0.7	1.5	0.7	-2.2	7.0	-0.6
CCCNS(=O)(=O)c1ccc(CCC(=O)NCc2cccnc2)cc1	10.1	-3.1	99.0	3.1	-2.1	-1.9	-1.6	8.8	-5.2	0.1
CC(=O)NC(c1ccc(F)c(F)c1)c1nc(-c2cnn(C)c2)cs1 (stereo not given)	-25.9	-0.3	94.0	-3.4	9.0	2.2	0.9	-4.1	.	5.5
COc1ccc(C(=O)CN2Cc3ccccc3C2=N)cc1	-72.3	7.3	98.0	-0.7	-4.0	5.2	-1.3	-4.1	-11.6	-11.2
CCn1c(C(=O)O)c(S(=O)(=O)c2ccc(Cl)cc2)c2ccccc21	-18.7	3.4	102.0	0.3	10.3	-0.1	-1.6	-1.1	-0.8	2.1
Cc1cc(C)n(Cc2ccc(C(=O)Nc3ccc(Br)cc3C)o2)n1	-12.6	-6.3	96.0	6.3	10.4	3.1	0.6	-3.1	-0.5	-1.4
COCCN(C(=O)COC(=O)/C=C/c1ccc(SC)cc1)c1c(N)n(Cc2ccccc2)c(=O)[nH]c1=O	6.0	-3.9	89.0	4.4	-1.4	6.3	-1.1	1.0	-1.1	-1.4
CC(C)=C(NC(=O)c1ccccc1Cl)C(=O)NCCc1nc2ccccc2[nH]1	-20.2	-0.6	103.0	2.6	-0.2	3.7	-1.2	-0.1	-4.1	1.2
CNC(=O)c1sccc1S(=O)(=O)Cc1c(Cl)cccc1Cl	11.4	9.4	96.0	4.3	7.4	8.6	0.0	-1.5	-4.1	-0.8
Cc1ccc(-c2csc(Nc3ccc(C(=O)O)cc3)[n+]2Cc2ccccc2)cc1	-12.8	-6.2	95.0	11.4	-5.1	-3.4	2.0	2.2	2.1	0.2
CCOC(=O)N1CCN(C(=O)CCCn2c(=S)[nH]c3ccsc3c2=O)CC1	-33.0	5.9	91.0	0.4	10.8	2.9	-1.8	1.1	2.5	2.2
COc1ccc(C(=O)Nc2ccc(C(=O)N3CCCCC3)cc2)cc1OC	-14.9	-0.7	94.0	16.6	2.1	-8.3	-1.6	-1.3	-6.8	5.2
CC(C)(C)C(=O)O/N=C(\N)c1ccc(Br)cc1	1.6	2.8	97.0	-2.5	7.8	1.8	-2.4	1.7	-9.4	1.7
COc1cccc(C2CCCCN2Cc2nc(-c3ccc(C)o3)oc2C)c1 (stereo not given)	0.0	3.1	111.0	0.6	15.1	13.4	-2.6	0.7	9.5	-2.1
CN(C)c1ccc(/C=C2\Oc3ccc(C#Cc4cccc(N)c4)cc3C2=O)cc1	.	49.4*	478.0	2.1	4.1	-3.6	0.7	-2.4	45.0*	-3.8
CC1CCCCC12NC(=O)N(Cc1cc(=O)n3ccsc3n1)C2=O (stereo not given)	-9.7	-2.1	99.0	9.5	-6.3	2.7	2.1	5.7	-2.1	1.0
Remaining list, next part
SMILES	SRC2 inh	NOD2 RIPK2 PPI	ABCB6 inh 2	ABHD5-PLIN5 inh	MC4R antag cAMP	Cardio protect	MC4R barr agon	m5-HT2A agonist	TLR9-MyD88 block	Glyco luc inh
COC(=O)CC/C(O)=C1\C(=O)CC(C)(C)CC1=NCCc1nc2ccccc2[nH]1	16.6	-14.5	93.0	-1.8	9.9	-1.8	-0.6	1.7	-7.5	-0.2
N#CC(C#N)=Cc1cccn1-c1ccc(C(=O)O)cc1	-6.2	-61.4	102.0	10.2	3.6	0.6	-1.6	-0.8	-2.1	0.5
COc1ccc(S(=O)(=O)NC(CC(=O)NCCc2ccccc2)c2ccco2)cc1 (stereo not given)	-11.8	7.1	101.0	-8.9	-0.3	1.6	-1.2	1.1	8.1	-3.6
CCOC(=O)c1nc(N)c(=O)n(-c2ccccc2)n1	-4.7	0.4	119.0	5.0	4.1	2.1	-0.7	-4.8	6.0	1.4
O=C(NCc1n[nH]c(=S)n1-c1ccc(F)cc1)c1ccc(S(=O)(=O)N2CCCCC2)cc1	-5.2	2.0	98.0	-0.8	5.7	-4.2	-2.7	-1.1	-1.0	0.6
COc1ccc(C2C3=C(CC(C)(C)CC3=O)Nc3nc(C)nn32)cc1OC (stereo not given)	10.3	-2.8	101.0	-12.1	-4.4	-0.1	-0.7	0.6	.	1.1
Cc1sc2nnn(CC(=O)N3CCN(C(=O)c4ccco4)CC3)c(=O)c2c1C	25.9	1.6	94.0	-1.3	-6.8	3.2	2.5	-0.4	-2.9	-0.6
Cc1cc(-n2c(C)cc(C(=O)COc3cc(F)ccc3[N+](=O)[O-])c2C)no1	-30.3	-11.1	97.0	3.2	12.2	-9.8	-1.5	12.9	-17.8	-1.9
CCc1nnc(NC(=O)c2ncc(Cl)c(Cl)c2Cl)s1	-15.3	-13.0	98.0	-2.5	4.8	8.4	0.0	-3.0	6.2	-1.7
O=C1C=C(N2CCOCC2)CO1	0.2	-19.1	100.0	-1.6	8.1	2.0	1.7	-3.9	-9.3	1.3
COc1ccc(NC(=O)CSc2nc(C)cs2)cc1	-7.5	-0.7	99.0	-4.0	17.8	7.9	-2.1	-1.6	5.5	0.3
COc1ccccc1N1CCN(C(=O)COc2cc(C)cc3oc(=O)cc(C)c23)CC1	13.1	-9.7	109.0	-4.1	4.5	12.7	-0.5	5.6	-9.9	0.1
Cn1nc(C(=O)OCC(=O)Nc2ccc(Cl)cc2Cl)c2ccccc2c1=O	-15.8	-5.7	100.0	-2.2	4.5	-8.0	0.4	7.2	10.5	-0.7
O=C(Nc1cccnc1)c1ccc(Cl)c(S(=O)(=O)N2CCCCCC2)c1	-14.6	-0.6	100.0	-3.5	5.2	-6.8	-1.6	5.8	7.3	-2.7
O=C(CCC(=O)OCc1ccc([N+](=O)[O-])cc1)Nc1ccc(F)cc1	8.8	4.4	103.0	1.4	11.5	1.9	-0.4	1.3	7.6	0.8
O=C(O)Cc1sc(Nc2cccc3ccccc23)nc1-c1ccc(Cl)cc1	-1.9	-1.9	100.0	-8.3	7.9	-1.1	6.3	1.2	6.9	3.7
COC(=O)CSc1nc2ncccc2[nH]1	1.8	-7.4	96.0	1.7	5.3	1.0	-0.9	-0.2	-4.0	0.4
Clc1ccccc1-c1nnc2n1CCCCC2	-14.6	-5.7	100.0	3.7	14.3	-1.3	-2.4	-2.3	-0.1	-3.9
Cc1sc(NC(=O)C2C3CCC(O3)C2C(=O)O)nc1-c1ccc(CC(C)C)cc1 (stereo not given)	-24.6	-7.3	92.0	-10.9	2.3	-4.1	1.3	2.4	4.3	-1.3
COc1ccc(C(=O)COC(=O)CCNS(=O)(=O)c2ccccc2)cc1Br	-8.7	-10.5	92.0	2.3	-3.0	0.3	-4.7	0.3	5.1	2.6
N#Cc1ccc(NC(=O)COC(=O)CCNS(=O)(=O)c2ccccc2)cc1	16.6	-10.8	101.0	6.3	21.4	10.9	3.6	-2.4	8.2	-3.3
NC(=O)c1ccc[n+](CC(=O)c2ccccc2)c1	-16.8	2.9	99.0	-11.1	23.7	1.5	-0.5	3.4	.	1.4
Nc1ccc(C(=O)O)cc1	-25.6&-25.2&-3.7	-13.1&-15.2&-0.1	99.0&100.0&95.0	-0.3&2.2&-0.8	2.0&3.5&8.2	-3.2&-0.4&-3.1	-0.2&0.9&0.2	3.2&-0.8&0.3	-10.7&5.3&-1.6	-1.4&-1.7&2.0
O=c1[nH]c(CSc2ncnc3sc(-c4ccccc4)cc23)nc2ccccc12	-8.1	-3.5	100.0	-4.5	6.7	12.8	0.1	2.2	-6.0	32.6*
Cc1ccc(CC(=O)Nc2ccc(C(=O)N3CCOCC3)cc2)cc1	-3.3	-9.8	97.0	-0.3	2.1	6.4	-4.4	-3.9	-13.1	-0.4
O=C(NCc1ccccc1)c1cc(S(=O)(=O)N2CCOCC2)ccc1F	-23.0	0.2	93.0	7.4	1.5	-0.5	0.1	-2.0	-3.7	0.1
